# Compound activity from PubChem.
# GST TR-FRET counter – GST-antibody interaction or FRET quenching – biochemical, TR-FRET, artefact control for Vif-APOBEC3G degradation inhibitor project, dose response (AID 1117362); 3,600 tested, 2.8% active; inhibition, % at the top dose, mostly 100 µM; hits show IC50 in µM; TR-FRET counter screen, biotin-GST/anti-GST signal;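 active = inhibition above 30% at one or more concentrations, seen consistently on every test date; inconclusive = results that disagree between repeat test dates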;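 note: biotinylated GST protein used in place of GST-Vif 1-94 and biotin-A3G peptide; detects fluorescence quenchers or blockers of GST binding to anti-GST antibody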
# Numbers without * were called inactive; ? = inconclusive. Only part of the results is shown; count on the stated rates, not on these rows.
# Sample of the layout:
SMILES,GST TR-FRET counter
Cc1cc2ncn(C(=O)N3CCOCC3)c2cc1C,0.3%
COc1ccc(-c2nc(CS(=O)CC(=O)NCc3ccco3)c(C)o2)cc1 (centres undefined),4.2%
Cc1c(Cl)cccc1NS(=O)(=O)c1ccc2c(c1)C1C=CCC1C(c1ccc(C(=O)O)cc1)N2 (centres undefined),-1.9%
CN(C)CCCN(CCCN(C)C)C(=S)Nc1ccc(S(=O)(=O)N2CCOCC2)cc1,8.5%
CS(=O)(=O)N1CCC(C(=O)NCCc2ccccc2)CC1,-2.0%
O=C(Nc1nc2n(n1)C(c1ccccc1)CC(c1ccc(Cl)cc1)N2)c1ccco1 (centres undefined),0.0%
COc1ccc(/C=N/NC(=O)c2ccc3ccccc3c2)cc1OS(=O)(=O)c1ccc(NC(C)=O)cc1,0.6%

# All compounds of this part, repeating the preview:
SMILES,GST TR-FRET counter
Cc1cc2ncn(C(=O)N3CCOCC3)c2cc1C,0.3%
COc1ccc(-c2nc(CS(=O)CC(=O)NCc3ccco3)c(C)o2)cc1 (centres undefined),4.2%
Cc1c(Cl)cccc1NS(=O)(=O)c1ccc2c(c1)C1C=CCC1C(c1ccc(C(=O)O)cc1)N2 (centres undefined),-1.9%
CN(C)CCCN(CCCN(C)C)C(=S)Nc1ccc(S(=O)(=O)N2CCOCC2)cc1,8.5%
CS(=O)(=O)N1CCC(C(=O)NCCc2ccccc2)CC1,-2.0%
O=C(Nc1nc2n(n1)C(c1ccccc1)CC(c1ccc(Cl)cc1)N2)c1ccco1 (centres undefined),0.0%
COc1ccc(/C=N/NC(=O)c2ccc3ccccc3c2)cc1OS(=O)(=O)c1ccc(NC(C)=O)cc1,0.6%
CCc1nc(SCC(=O)Nc2ccc(C(=O)O)cc2)n[nH]1,-2.7%
Cc1cc(NC(=O)CC(CN(C)S(=O)(=O)c2ccccc2)c2ccccc2)no1 (centres undefined),2.3%
CC(=O)Nc1ccc(S(=O)(=O)NCCSCc2ccco2)cc1,-6.3%
C=CCOC(=O)C1=C(C)NC(SCC(=O)Nc2ccccc2)=C(C#N)C1c1ccco1 (centres undefined),-0.2%
O=C1/C(=C/c2ccco2)SC(=S)N1C1CCS(=O)(=O)C1 (centres undefined),5.8%
CCC(C)N1CC23C=CC(O2)C(C(=O)OC)C3C1=O (centres undefined),0.9%
CC1OC(OCC2OC(Oc3c(-c4ccc(O)cc4)oc4cc(O)cc(O)c4c3=O)C(O)C(O)C2O)C(O)C(O)C1O (centres undefined),1.0%
COc1ccc2[nH]c(C(=O)O)c(CCN3C(=O)c4cccc([N+](=O)[O-])c4C3=O)c2c1,-4.6%
CCOc1cc(C)nc(NCCc2ccc(OC)c(OC)c2)n1,-0.6%
COc1cc(OC)cc(C(=O)NC2CCN(C(=O)N3c4ccccc4Sc4ccccc43)CC2)c1,7.5%
Cc1cc(C)c2nc(N3CCCN(C(=O)c4cnccn4)CC3)c(C#N)cc2c1,-7.5%
COc1ccc(NC(=O)c2c(OC)cccc2OC)c(OC)c1,?
COc1cccc(NC(=O)CSc2nnnn2C(C)C)c1,0.9%
CC(C)(C)NCCCCOc1ccc(F)cc1,-0.8%
O=C(Nc1ccccc1C(=O)NC(Cc1c[nH]c2ccccc12)C(=O)O)c1ccco1 (centres undefined),-1.6%
COC(=O)c1ccc(C)c(NC(=O)CCSc2ccccc2)c1,4.2%
O=C1COc2ccc(C(=O)CSc3nnc(-c4cccs4)n3Cc3ccccc3)cc2N1,-33%
CC(=O)c1cccc(NC(=O)CN2C(=O)NC3(CCCCCCC3)C2=O)c1,5.9%
# (continued)
SMILES,GST TR-FRET counter
CN1CCN(c2ccccc2NC(=O)C(Cc2ccccc2)n2cccc2)CC1 (centres undefined),4.5%
COc1cc2c(cc1NC(=O)CC1SC(N3CCCC3)=NC1=O)oc1ccccc12 (centres undefined),8.8%
O=C(CCS(=O)(=O)c1ccc(Br)cc1)NC1CCCC1,0.4%
O=C(CN1C(=O)NC2(CCCC2)C1=O)Nc1nc(-c2ccc(F)cc2)cs1,-3.2%
CCCCn1c(N)c(N(CCC(C)C)C(=O)C2=NN(c3cc(C)ccc3C)C(=O)CC2)c(=O)[nH]c1=O,0.3%
CNCc1ccccc1Sc1ccc(O)c(O)c1,16µM*
CCCCS(=O)CC(O)COCC (centres undefined),-3.0%
CC1CCN(Cc2c(O)ccc3c2O/C(=C\c2ccco2)C3=O)CC1,0.7%
CN1CCN(C(CNC(=O)c2ccc(Br)o2)c2ccc(F)cc2)CC1 (centres undefined),3.2%
O=C1NC(=Nc2ccc(O)cc2)S/C1=C\C=C\c1ccco1,11%
CCC(=O)OCCNc1cc(Sc2nc3ccccc3[nH]2)c2nonc2c1[N+](=O)[O-],20%
NNC(=S)Nc1ccc(Cl)cc1,0.5%
COc1cc(CNc2ccc(O)cc2)cc(Br)c1OCc1ccccc1,13%
c1cncc(-c2csc(NCc3ccco3)n2)c1,3.9%
COc1ccc(C)cc1NC(=O)C1CC(=O)OC12CCCCC2 (centres undefined),0.6%
CCOC(=O)CC1COc2ccccc2N1C(=O)c1ccc(C)cc1 (centres undefined),2.0%
Cc1ccc2[nH]c(=O)c(CN(Cc3cccnc3)C(=O)c3ccncc3)cc2c1,-7.6%
O=C(CSc1nnc(CCCO)n1-c1ccccc1)NCCc1ccccc1,-1.6%
CCCCn1c(C(C)NC(=O)CC)nc2ccccc21 (centres undefined),-0.5%
COC(=O)C1CCN(c2ccc([N+](=O)[O-])cc2)CC1,6.7%
COc1cccc(OC)c1C(=O)n1nc(C)cc1C,1.5%
CCN(CC)c1ccc(NC2=C(Cl)C(=O)c3ccccc3C2=O)cc1,23%
COc1ccccc1N1CCN(C(=O)c2ccoc2C)CC1,2.0%
CCN(CC)c1ccc(C=Nc2ccc(N(C)C)cc2)c(O)c1,?
O=C(NCC1CCCO1)c1cc2ccccc2oc1=O (centres undefined),0.2%
# Continuation:
SMILES,GST TR-FRET counter
Cc1csc(NC(=O)C(NS(=O)(=O)c2ccc(Br)s2)c2ccccc2)n1 (centres undefined),-5.4%
Cc1cc(Cl)cc2c1NC(=O)[C@]21[C@@H]2C(=O)N(Cc3ccccc3)C(=O)[C@@H]2[C@@H]2CCCN21,2.1%
COC(=O)C1=C(N)OC2=C(C(=O)CCC2)C1c1cccs1 (centres undefined),0.5%
CCN(CCCNC(=O)C1CCCN(S(=O)(=O)CC)C1)c1cccc(C)c1 (centres undefined),1.6%
Cc1nc2c(=O)[nH]c(=S)[nH]c2[nH]c1=O,2.0%
CC(C)c1ccc(NC(=O)C(c2ccccc2)N2CCC3(CC2)OCCO3)cc1 (centres undefined),0.7%
Cc1cc(SCC(=O)NCCCN2CCCC2=O)nc2ccccc12,4.0%
CCOc1ccc(N(CC(=O)Nc2cccc(OC)c2)S(=O)(=O)c2c(C)noc2C)cc1,4.0%
O=C(NC1CCCCC1)C(c1ccc(F)cc1)N(C(=O)Cc1ccsc1)c1ccc(F)cc1 (centres undefined),8.5%
O=C(Nc1ccccc1N1CCCC1)c1ccc(Br)o1,5.4%
COc1ccc(C(=O)N2CCCN(C)CC2)cc1S(=O)(=O)N1CCCc2ccccc21,-1.4%
Cn1c(CNC(=O)C2CCCCC2)cc2cc(Cl)ccc21,-11%
CC1C=CC=CC=CC=CC=CC=CC=CC(OC2OC(C)C(O)C(N)C2O)CC2OC(O)(CC(O)CC(O)C(O)CCC(O)CC(O)CC(=O)OC(C)C(C)C1O)CC(O)C2C(=O)O (centres undefined),3.8%
COc1ccc(NC(=O)Nc2cccs2)cc1OC,-3.1%
CCOCCCNC(=O)C1CCN(S(=O)(=O)CC)CC1,1.2%
CCC(=O)N1CCc2cc(S(=O)(=O)NCCC(=O)NC3CCCc4ccccc43)ccc21 (centres undefined),-3.7%
COCCn1nnnc1C(c1cc2ccc(C)cc2[nH]c1=O)N(Cc1ccco1)Cc1cccs1 (centres undefined),4.6%
CC1(C)CC2(CC(c3ccccc3F)c3ccc(O)c(O)c3O2)NC(=S)N1 (centres undefined),3.4%
CC(C)Cc1ccc(C(C)C(=N)N)cc1 (centres undefined),-2.5%
Clc1ccc(-c2nnc(SCc3ccon3)o2)c(Cl)c1,4.0%
O=C1c2ccccc2CC1Sc1nnc(-c2ccccn2)o1 (centres undefined),9.3%
O=c1cc(O)n(-c2ccc(F)cc2)c(=S)[nH]1,-0.7%
CCOC(=O)/C(=C/c1c2ccccc2cc2ccccc12)NC(=O)c1ccccc1,-3.8%
O=C(N/N=C/C=C\c1ccco1)c1cccnc1,-1.7%
Cc1nc2ccccc2n2c(O)c(CC(=O)O)cc12,0.3%
# (more compounds)
SMILES,GST TR-FRET counter
NC(=O)C[C@@H]1N[C@]2(C(=O)Nc3ccccc32)[C@@H]2C(=O)N(c3cc(C(F)(F)F)ccc3Cl)C(=O)[C@H]12,4.6%
CCOC(=O)C1CCCC12Nc1cccc3cccc(c13)N2 (centres undefined),>100µM*
CC(C)c1ccc(SCc2noc(C(=O)NCC3CCCO3)c2C(=O)O)cc1 (centres undefined),-3.5%
COc1ccc(OC)c(N/C(C)=C/C(=O)c2ccc(C)o2)c1,5.9%
CCNC(=O)CC1C(=O)N(c2ccc(C)cc2)C(=O)N1CCc1ccc(OC)c(OC)c1 (centres undefined),0.0%
O=C(NCCO)Nc1ccc2nc(-c3ccco3)c(-c3ccco3)nc2c1,48µM*
Cc1ccc(NC(=O)C(=O)c2c(-c3ccccc3)cc3ccccn23)cc1S(=O)(=O)N1CCOCC1,0.1%
CSc1nc2ccc3nc(NC(=O)c4cccs4)sc3c2s1,0.3%
Cc1c(/C=N\NC(=O)c2csc3ccccc23)cnn1C,4.2%
Cc1cc(C(=O)CN2C(=O)c3ccccc3S2(=O)=O)c(C)n1CC1CCCO1 (centres undefined),6.0%
CCNC(=S)Nc1ccc(N(c2ccccc2)C(C)C)cc1,?
COc1ccc2ccccc2c1C1CC(=O)N2CN(Cc3ccco3)CSC2=C1C#N (centres undefined),4.7%
Clc1ccc(OCc2nn3c(-c4ccco4)nnc3s2)c(Cl)c1,-1.9%
O/N=C1\CCC\C1=C/c1ccco1,1.0%
Cc1occc1-c1nnc(SCC(=O)N(C)C)o1,2.1%
C=C(Br)Cn1c(CC)nc2ccccc21,2.6%
O=C(CSc1ccc2nnc(-c3cccnc3)n2n1)NCC1CCCO1 (centres undefined),-4.2%
CCNc1nc(OCCNS(=O)(=O)c2cc(C)ccc2C)nc(N(C)C)n1,1.3%
CC(=NCc1ccc2c(c1)OCO2)C1=C(O)c2ccccc2C1=O,0.9%
N#Cc1c(-c2ccccc2)nc2n1CCS2,-2.7%
N#C/C(C(N)=O)=c1/ccc2c(c1)N1C3=C(CCCC3)CC3CCCCC31N=2 (centres undefined),?
CCCn1nc(C(=O)Nc2cc(C(=O)OC)ccc2C)c2ccccc2c1=O,-1.1%
NC(=S)N=Nc1c(O)n(C2OC(=O)c3ccccc32)c2ccccc12 (centres undefined),0.5%
O=C(CN(C(=O)c1cc2c(s1)CCC2)C1CCCC1)NCc1cccs1,2.8%
COc1ccc(/C(O)=C2/C(=O)C(=O)N(c3ccccn3)C2c2ccc(F)cc2)cc1 (centres undefined),-6.9%

# Six of the compounds above, tab-delimited:
SMILES	GST TR-FRET counter
N#Cc1c(-c2ccccc2)nc2n1CCS2	-2.7%
N#C/C(C(N)=O)=c1/ccc2c(c1)N1C3=C(CCCC3)CC3CCCCC31N=2 (centres undefined)	?
CCCn1nc(C(=O)Nc2cc(C(=O)OC)ccc2C)c2ccccc2c1=O	-1.1%
NC(=S)N=Nc1c(O)n(C2OC(=O)c3ccccc32)c2ccccc12 (centres undefined)	0.5%
O=C(CN(C(=O)c1cc2c(s1)CCC2)C1CCCC1)NCc1cccs1	2.8%
COc1ccc(/C(O)=C2/C(=O)C(=O)N(c3ccccn3)C2c2ccc(F)cc2)cc1 (centres undefined)	-6.9%

# (listing goes on)
SMILES,GST TR-FRET counter
CCOC(=O)Cc1cc(=O)n2[nH]c(C)cc2n1,-1.9%
Cn1c(CN2CCOCC2)nc2cc(NC(=O)c3ccc(F)cc3)ccc21,16%
O=c1oc(-c2cccnc2)nc2ccccc12,-3.4%
COc1ccc(CC(=O)OCC(=O)NCc2ccco2)cc1OC,-4.0%
CC(C)OCCCNC(=O)CNC(=O)c1cccs1,1.1%
CC(C)N(C(=O)CO/N=C/c1cccc([N+](=O)[O-])c1)C(C)C,1.7%
CN1c2ccsc2C(O)=C(C(=S)Nc2ccc(F)c(Cl)c2)S1(=O)=O,-3.3%
Cn1cc(Br)c(C(=O)NC2CCCCC2)n1,1.2%
CC1(C)Cc2nc3sc4c(SCC(=O)NCc5ccco5)ncnc4c3cc2CO1,0.9%
O=c1cc(CO)oc(C(Nc2ccccn2)c2ccc(F)cc2)c1O (centres undefined),-5.8%
Cc1cccc(OCc2nc3ccccc3c(=O)n2N)c1,5.5%
Cc1cccc(NC(=S)NC(=O)/C=C/c2ccco2)c1,1.5%
O=c1[nH]c2ccccc2c(O)c1-[n+]1ccccc1,3.0%
COC(=O)c1cc2c(ccn2-c2ccc(F)cc2)n1CC(C)C,0.6%
CS(=O)(=O)N(CC(=O)NCc1ccc2c(c1)OCO2)Cc1ccccc1,2.5%
Cc1onc(-c2ccccc2Cl)c1C(=O)NCc1ccco1,2.3%
O=C(NN=C1CCCC1)C(=O)Nc1cccc(C(F)(F)F)c1,2.4%
O=C(NCCN1CCN(c2ccccc2)CC1)C1CCN(S(=O)(=O)c2cccc3nonc23)CC1,20%
O=C(Cn1cnc2c(cnn2-c2ccc(F)cc2)c1=O)N1CCN(c2ccccc2)CC1,-5.7%
CCCn1c(=N)n(CC(O)c2ccco2)c2ccccc21 (centres undefined),9.6%
C=CCN=c1scc(-c2ccco2)n1/N=C/c1ccc(O)c(O)c1O,7.2%
COc1ccc(OC)c(NC(=O)CCN2CCC(C)CC2)c1,18%
O=C(O)c1c2c(nc3ccc(Cl)cc13)CCC2,0.6%
CCOC(=O)N1CCC(Nc2c(-c3ccc(C)cc3)c(=O)c2=O)CC1,0.2%
CCOC(=O)c1c(NC(=O)c2cc(CC(C)C)on2)sc(C(C)=O)c1C,-0.9%
Cc1cccc(N2CCN(C(=O)c3ccncc3)CC2)c1C,1.9%
CC(NC(=O)c1ccco1)C1CCCO1 (centres undefined),0.3%
COc1ccc(C)cc1-n1c(SCC(=O)Nc2cc(C)on2)nc2sc(C)c(C)c2c1=O,1.9%
O=C(COC(=O)c1cc(-c2ccco2)nc2ccccc12)NCc1ccc2c(c1)OCO2,-1.9%
